# CF NFkB inh: inhibitors of PAF-induced NF-kB signaling, primary screen, cell-based, GFP fluorescence, uHTS | inhibition, % at 5 µM | KKLEB NF-kB-GFP reporter, GFP fluorescence overnight | hit rate 0.86% among 360,000;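 active = at least 50% inhibition at 5 µM, scaled per plate between neutral and stimulator controls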;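 also: PAF is a Pseudomonas aeruginosa culture filtrate used as stimulus; plate controls were PAF-stimulated DMSO wells for no effect and unstimulated DMSO wells for full effect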
# NR2E3 ag-1: inhibitors of NR2E3-RetCOR corepressor binding, primary screen, NR2E3 agonist project, biochemical, TR-FRET, GST-NR2E3, biotin-RetCOR; hit rate 0.12% among 320,000; 1536-well; inhibition of corepressor binding, % at 4.78 µM; Photoreceptor-specific nuclear receptor (Homo sapiens), Q9Y5X4; AID 2300, 2010;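 active = percent inhibition above the cutoff of mean plus 3 SD of all tested compounds, set per screening campaign, cut at about 20% in these data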;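 also: 0% = DMSO wells and 100% = biotin wells as full block of FRET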
# Target sequence (Q9Y5X4 whole entry, looked up): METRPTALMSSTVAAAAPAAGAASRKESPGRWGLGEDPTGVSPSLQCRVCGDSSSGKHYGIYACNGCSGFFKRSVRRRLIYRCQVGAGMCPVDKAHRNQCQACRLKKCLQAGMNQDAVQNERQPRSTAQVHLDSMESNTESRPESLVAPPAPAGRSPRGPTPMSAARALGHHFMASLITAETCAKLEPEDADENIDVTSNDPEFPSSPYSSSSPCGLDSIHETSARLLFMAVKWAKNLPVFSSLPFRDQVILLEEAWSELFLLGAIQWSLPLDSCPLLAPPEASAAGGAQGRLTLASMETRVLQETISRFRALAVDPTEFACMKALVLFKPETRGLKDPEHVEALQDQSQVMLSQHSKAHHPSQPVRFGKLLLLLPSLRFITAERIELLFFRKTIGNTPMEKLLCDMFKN
#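 Material – GST-tagged NR2E3 plus biotinylated RetCOR corepressor · Quantity – NR2E3 fusion 1.35 nM · Times – 5 h incubation at 4 °C · Medium – pH 7.5 Tris-based buffer · Technique – TR-FRET, Eu(K)-anti-GST donor, streptavidin-D2 acceptor, ex 340, em 617/671 nm · Benchmarks – high control biotin, low control 0.6% DMSO · Format – 1536-well plates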
# MITF TRPM1 inh: inhibitors of MITF-dependent TRPM1 promoter reporter, primary screen, cell-based, SK-MEL-5, single point, luciferase | SK-MEL-5 TRPM1 promoter luciferase, 24 h | inhibition, % at 12.5 µM | hit rate 0.83% among 330,000 | AID 488899, 2010;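 active = mean inhibition across replicates of 60% or more, whatever share of single replicates reaches that level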; also: values of inactives mirror those of a sister screen read the other way
# Peg3 prom inh: Peg3 promoter-driven luciferase inhibitors, primary screen, cell-based, HeLa, luciferase luminescence; HeLa PEG-Prom luciferase reporter, overnight; inhibition, % at 20 µM; hit rate 1.7% among 360,000;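 active = inhibition of at least 50% at 20 µM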
# HIF-2a block: HIF-2a reporter inhibitors, primary screen, luminescence, 786-0 RCC cells; AID 624352, 2012; 786-0 RCC cells HIF-2a reporter, luciferase luminescence, overnight; hit rate 0.72% among 360,000; inhibition, % at 18.8 µM;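 active = inhibition of the luminescence signal of 40% or more relative to plate controls, in a single-dose primary screen at 18.75 µM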
# EBV LMP1 NFkB: EBV LMP1-driven NF-kappaB luciferase reporter inhibitors, primary screen, cell-based, luminescence, single point; hit rate 0.69% among 350,000; LMP1-induced NF-kappaB luciferase reporter cells; inhibition, % at 12.5 µM; in the data active = inhibition above about 41%;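 also: 0% = neutral control wells and 100% = reference inhibitor control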
# NR2E3 ag-2: NR2E3 agonists in two-hybrid cells, primary screen, cell-based, luminescence, CHO-S, Gal4-NCOR/VP16-NR2E3 | Photoreceptor-specific nuclear receptor (Homo sapiens), Q9Y5X4 | luciferase | inhibition of corepressor binding, % at 3.98 µM | hit rate 0.35% among 360,000 | AID 602229, 2012;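 active = inhibition above the mean of all tested compounds plus 3 SD, cut at about 70% in these data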;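 also: 0% = DMSO with NR2E3 transfected cells and 100% = cells lacking NR2E3 construct; higher means lower luciferase signal from less NR2E3 corepressor binding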
# C8 TRAIL sens: viability loss with TRAIL in NB7+C8 cells, primary screen, TRAIL sensitizer project, cell-based, ATPlite luminescence | inhibition (viability loss, TRAIL sensitization), % at 10 µM | hit rate 1% among 360,000 | AID 624354, 2012;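 active = compounds causing at least 50% loss of cell viability in the single-dose screen, relative to plate controls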
# Shn3 3UTR inh: reduction of Shn3 3'UTR firefly luciferase signal, primary screen, Schnurri-3 inhibitor project, cell-based, Clone20 osteoblasts, set 2. hit rate 0.52% among 360,000. Clone20 osteoblast Shn3 3'UTR firefly luciferase, 24 h. inhibition, % at 12.5 µM;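 active = mean inhibition of at least 75% with every replicate also reaching 75%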;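 also: 0% = median of neutral control wells and 100% = pilot-screen positive control compound; some compounds past the cut are filed as inactive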
# KKLEB cytotox: cytotoxicity in KKLEB CF airway cells, primary screen, cytotoxicity control for CF NF-kB inhibitor project, cell-based, uHTS, fluorescence assay plates. KKLEB CF airway cells viability, ATPlite luminescence, overnight; active compounds read low; cells stimulated with P. aeruginosa culture filtrate. activity change (cytotoxicity), % at 5 µM. hit rate 0.36% among 360,000. AID 602141, 2011;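 active = corrected activity change at or below -50% at 5 µM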
# hiPSC survival: enhancers of single-cell hiPSC survival, primary screen, ATPlite luminescence; survival enhancement, % at 20 µM; hit rate 0.044% among 360,000; AID 602274, 2012; 100% = ROCK inhibitor wells, 0% = DMSO; in the data active = survival enhancement above about 18%;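 also: cells exposed to compounds for 16 hours before the ATP read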
# * marks the source's active call; other numbers are inactive results; . = no result given. A portion of the library; the hit share may differ from the screen's.
SMILES,CF NFkB inh,NR2E3 ag-1,MITF TRPM1 inh,Peg3 prom inh,HIF-2a block,EBV LMP1 NFkB,NR2E3 ag-2,C8 TRAIL sens,Shn3 3UTR inh,KKLEB cytotox,hiPSC survival
CC1(c2ccc3noc(-c4ccc(Cl)cc4)c3c2)OCCO1,-3,3,7,-38,-55,2,-20,-8,12,3,1.0
Cc1cc(=O)oc2cc(NC(=O)c3cccc(S(=O)(=O)N(C)C)c3)ccc12,-2,0,-137,-298,-169,-25,-58,10,-73,0,-0.4
Cc1cc2ccc(C)c(C)c2nc1SCC#N,-13,2,-10,-12,-14,4,25,3,-2,-2,-1.7
CC(Nc1cc(N2CCN(C(=O)C(C)(C)C)CC2)ccc1[N+](=O)[O-])c1ccccc1 (stereo unspecified),-2,-1,16,23,14,16,-17,6,53,-2,-1.4
O=C(COC(=O)C1CCC1)NCCc1ccc(Cl)cc1Cl,23,-2,-9,18,11,-5,-30,-12,-17,-4,0.4
COCC(C)n1c(C)cc(C(=O)CSc2cc(C)c3ccccc3n2)c1C (stereo unspecified),7,1,5,6,11,8,-20,8,-5,3,0.0
O=C(Nc1ccccc1N1CCOCC1)c1cccc(S(=O)(=O)N2CCOCC2)c1,27,6,-5,1,2,4,-18,9,-5,4,-0.1
CN(Cc1ccccc1)C(=O)c1ccc(NC(=O)Cc2ccc(NC(=O)C3CCN(C(=O)C4CCCCC4)CC3)cc2)cc1,9,.,4,11,19,-3,-27,0,11,3,-0.9
O=C(Nc1cccc(F)c1)C1CCCN1S(=O)(=O)c1cccc2cccnc12 (stereo unspecified),8,0,3,12,20,-1,10,-8,4,-11,0.7
O=C(NCCc1csc(-c2ccccc2)n1)c1ccccc1F,3,-2,-11,-20,-83,2,-9,3,-9,-6,-0.1
Cc1ccc(CN(Cc2ccccc2)C(=S)Nc2ccccc2C)o1,-4,4,-3,19,18,-12,-4,4,-10,12,0.1
O=C(OCN1C(=O)c2ccccc2C1=O)c1ccccc1,-7,3,8,15,16,7,8,-3,-40,-9,-2.4
CC1(C)S[C@@H]2[C@H](NC(=O)COc3ccccc3)C(=O)N2C1C(=O)OCC1CCCCC1 (stereo partly specified),-26,4,-2,4,15,3,-21,-3,3,-3,-1.0
COc1cc(C(=O)Nc2ccc(N(C)C)cc2)cc(OC)c1OC,-24,-7,-49,-275,-279,-25,-71,26,-77,9,2.1
CCc1ccc(C(=O)Nc2ccc(S(=O)(=O)Nc3nc(C)cc(C)n3)cc2)o1,5,1,16,15,12,-4,7,7,2,-1,-1.4
COc1ccc(S(=O)(=O)N2CCOCC2)cc1NC(=O)c1ccc2c(c1)OCO2,-11,3,4,1,2,-4,1,-2,0,2,-0.6
COCc1c(C(=O)N/N=C/c2ccc(C)o2)nnn1-c1nonc1N,-13,-3,11,10,7,2,-25,-3,-8,-3,1.9
Cc1cc(NC(=O)CCC(=O)N(CC(=O)NC2CCCC2)Cc2ccco2)no1,5,-2,-2,1,10,7,-9,-20,8,8,1.9
NC(=O)C1CCN(C(=O)CC2(CC(=O)O)CCCC2)CC1,-10,4,9,0,11,5,0,1,14,-2,-0.4
O=C(OCCCN=C1NS(=O)(=O)c2ccccc21)c1ccc(F)cc1,4,2,1,5,12,-5,-14,-4,11,-3,2.1
CC(=O)NNc1cc(C)nc(NS(=O)(=O)c2ccc(C)cc2)n1,22,-2,-17,4,12,3,-17,-4,-6,-8,-0.9
Cc1ccc(S(=O)(=O)N2CCN(CC(O)COc3ccccc3)CC2)cc1 (stereo unspecified),-7,4,2,14,7,7,-4,-1,3,-17,1.5
CN(CC(=O)N1CCc2ccccc2C1)S(=O)(=O)c1ccc2c(c1)c(=O)n(C)c(=O)n2C,-1,2,-2,4,14,-3,-11,5,-15,1,-0.1
COc1ccc(OC)c(N2C(=O)C(Cl)=C(N3CCOCC3)C2=O)c1,-4,-2,-5,22,1,22,1,1,17,9,2.6
Cc1ncc([N+](=O)[O-])n1CC(=O)NCc1ccccc1,3,0,7,-7,5,-13,-2,3,3,4,5.0
O=S(=O)(NCCCNS(=O)(=O)c1c(F)cccc1F)c1ccc2c(c1)OCCO2,-22,-2,-2,-1,-11,27,10,-11,18,1,-3.9
CCOC(=O)C1=C(C)N(CC(C)C)C(=O)/C1=C\c1cccs1,21,1,-18,7,-2,8,7,-13,16,-19,0.0
O=C1CCCN1c1cc(Cl)ccc1Cl,-18,-1,9,16,9,-11,-6,15,-59,-17,-2.3
OCCn1cnc2c(SCc3ccccc3)ncnc21,-21,.,-34,-70,-116,0,-7,16,21,20,0.2
Cc1noc(C)c1C(=O)NCc1ccccc1F,4,0,6,-4,21,-1,-3,-14,8,-1,-0.7
COc1ccc(NC(=O)/C(C#N)=C/c2ccc[nH]2)c(OC)c1,-7,6,11,-49,-47,-1,-47,-11,-22,-4,0.6
CCN(CC)C(=O)c1ccc2c(c1)N(Cc1ccccc1)C(=O)CS2=O (stereo unspecified),2,4,.,6,6,-12,-8,-22,-13,-8,0.5
Cc1cc(C)c2c(=O)n3c(nc2c1)C(CC(C)C)NC(=O)c1cc2ccccc2cc1-3 (stereo unspecified),12,.,.,5,1,-103,8,45,57,-9,0.4
O=C(CCc1ccc(S(=O)(=O)NC2CCCCC2)cc1)NCc1ccc(Cl)cc1,-7,-4,-3,8,13,-2,-28,27,21,-2,0.8
O=C(Cc1ccc(Br)cc1)OCC(=O)c1ccc2c(c1)OCCO2,10,2,1,-46,3,6,-8,1,4,-10,-2.6
Cn1nc(C(C)(C)C)cc1C(=O)Sc1cccc(Br)c1,-14,-1,-4,8,11,-2,3,21,-5,-1,-0.2
COCCN(C(=O)COC(=O)CCC1CCCC1)c1c(N)n(Cc2ccccc2)c(=O)[nH]c1=O,-4,-2,-1,2,4,0,-6,17,1,21,2.7
CCC(=O)Oc1ccc(C(=O)Nc2ccc3c(c2)C(=O)N(C2CCCCC2)C3=O)cc1,-10,-3,-8,6,13,-11,-32,40,-5,10,-0.9
Cc1oc(-c2ccccc2F)nc1CS(=O)CC(=O)NCc1ccc(F)cc1 (stereo unspecified),-6,2,.,8,3,3,6,-5,-27,3,-0.9
O=C1COc2ccc(C(=O)COC(=O)c3ccccc3F)cc2N1,-16,.,-5,-23,0,6,2,-15,-50,6,1.6

# Given with bars between the fields: part of the list above
mol | CF NFkB inh | NR2E3 ag-1 | MITF TRPM1 inh | Peg3 prom inh | HIF-2a block | EBV LMP1 NFkB | NR2E3 ag-2 | C8 TRAIL sens | Shn3 3UTR inh | KKLEB cytotox | hiPSC survival
CC(=O)NNc1cc(C)nc(NS(=O)(=O)c2ccc(C)cc2)n1 | 22 | -2 | -17 | 4 | 12 | 3 | -17 | -4 | -6 | -8 | -0.9
Cc1ccc(S(=O)(=O)N2CCN(CC(O)COc3ccccc3)CC2)cc1 (stereo unspecified) | -7 | 4 | 2 | 14 | 7 | 7 | -4 | -1 | 3 | -17 | 1.5
CN(CC(=O)N1CCc2ccccc2C1)S(=O)(=O)c1ccc2c(c1)c(=O)n(C)c(=O)n2C | -1 | 2 | -2 | 4 | 14 | -3 | -11 | 5 | -15 | 1 | -0.1
COc1ccc(OC)c(N2C(=O)C(Cl)=C(N3CCOCC3)C2=O)c1 | -4 | -2 | -5 | 22 | 1 | 22 | 1 | 1 | 17 | 9 | 2.6
Cc1ncc([N+](=O)[O-])n1CC(=O)NCc1ccccc1 | 3 | 0 | 7 | -7 | 5 | -13 | -2 | 3 | 3 | 4 | 5.0
O=S(=O)(NCCCNS(=O)(=O)c1c(F)cccc1F)c1ccc2c(c1)OCCO2 | -22 | -2 | -2 | -1 | -11 | 27 | 10 | -11 | 18 | 1 | -3.9
CCOC(=O)C1=C(C)N(CC(C)C)C(=O)/C1=C\c1cccs1 | 21 | 1 | -18 | 7 | -2 | 8 | 7 | -13 | 16 | -19 | 0.0
O=C1CCCN1c1cc(Cl)ccc1Cl | -18 | -1 | 9 | 16 | 9 | -11 | -6 | 15 | -59 | -17 | -2.3
OCCn1cnc2c(SCc3ccccc3)ncnc21 | -21 | . | -34 | -70 | -116 | 0 | -7 | 16 | 21 | 20 | 0.2
Cc1noc(C)c1C(=O)NCc1ccccc1F | 4 | 0 | 6 | -4 | 21 | -1 | -3 | -14 | 8 | -1 | -0.7

# (listing goes on)
SMILES,CF NFkB inh,NR2E3 ag-1,MITF TRPM1 inh,Peg3 prom inh,HIF-2a block,EBV LMP1 NFkB,NR2E3 ag-2,C8 TRAIL sens,Shn3 3UTR inh,KKLEB cytotox,hiPSC survival
Cc1ccc(Nc2c(-c3ccc(C)o3)nc3cnccn23)cc1,15,1,-35,-159,-122,-5,-32,0,-34,-11,-0.6
CS(=O)(=O)c1ccc(Cl)c(NC(=O)c2cc(=O)[nH]c3ccc(S(=O)(=O)N4CCOCC4)cc23)c1,4,1,-4,7,12,6,-38,7,10,4,-0.5
COC(=O)C1CCN(C(=O)NC2CC(=O)N(c3ccc4c(c3)OCCO4)C2)CC1 (stereo unspecified),-24,-1,-1,0,6,-4,2,-12,-7,8,0.3
C=CC[C@@H](CC(=O)N[C@H](CO)Cc1ccccc1)C(=O)N[C@H](C)COC(=O)[C@@H](CC=C)Cc1ccc(F)cc1,21,.,5,13,10,-1,15,-2,11,9,1.5
CCOc1ccc(NC(=O)CCSc2ccc(C)cc2)cc1,4,3,-2,-3,-20,2,-13,-4,-1,-9,-0.7
CN(CC(=O)Nc1ccc(S(N)(=O)=O)cc1)C1CCCCC1,-12,0,-1,-37,-15,-6,-30,0,8,5,1.2
COc1ccc(Cc2noc(CN3CCN(Cc4cccc(Cl)c4)CC3)n2)cc1OC,0,0,8,19,7,1,-2,0,38,-6,-1.1
CC(C)=CC(=O)OCc1cc([N+](=O)[O-])cc2c1OCOC2,-8,1,-43,-241,-229,-20,-61,2,-107,-2,-0.9

# Screening results as filed in PubChem.
